INS promoter inh – TRM-6 insulin promoter activity inhibition. TRM-6 cells (human fetal islet line), insulin promoter-eGFP reporter, imaging; reporter expression induced with tamoxifen. inhibition, % at 2 µM. hit rate 0.9% among 130,000. AID 1273;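 active means inhibition above the mean plus 3 SD, with well images judged a real hit on visual review, cut at about 60% in these data, passing the limit was not always enough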
SDO1 yeast rescue – sdo1-depleted yeast growth rescue; S. cerevisiae sdo1-depleted JHY4D growth rescue, OD600 30 h; stronger effect = higher value; pdr5 snq2 efflux-pump mutant strain; z-score at 10 µM; hit rate 0.21% among 140,000; AID 817;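 active means z-score above 3 at both the 24 hr and the 30 hr optical density reads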;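 further: z-score against mean and SD of all compound wells on the same plate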
SDO1 yeast rescue Rescue 24 h – recorded beside SDO1 yeast rescue, whose call it bears; z-score; S. cerevisiae sdo1-depleted JHY4D growth rescue, OD600; measured here: growth rescue at 24 h;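 0 is the plate mean of compound wells and units are plate SD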
* hit, by the source's call; / = not tested or not shown; & = joins results of further samples.

Sample of the layout (2 entries):
INS promoter inh	SDO1 yeast rescue	SDO1 yeast rescue Rescue 24 h	SMILES
36	-0.54	-1.2	CC1CCC(C(C)C)C(OC(=O)COC(=O)c2cccn2C)C1 (stereo not drawn)
-100	0.59	0.27	CCn1c(CNC(=O)c2cccs2)n[nH]c1=S

Results, from the start:
INS promoter inh	SDO1 yeast rescue	SDO1 yeast rescue Rescue 24 h	SMILES
36	-0.54	-1.2	CC1CCC(C(C)C)C(OC(=O)COC(=O)c2cccn2C)C1 (stereo not drawn)
-100	0.59	0.27	CCn1c(CNC(=O)c2cccs2)n[nH]c1=S
17	1.1	1.3	FC(F)(F)c1cc(-c2ccc(Cl)cc2)nc2ncnn12
8	/	/	O=[N+]([O-])c1ccc(Oc2cnc3ccccc3n2)cc1
/	-1.1	0.13	CCOC(=O)CC(=O)CSc1nc(N)c(C#N)c(-c2ccc(Cl)cc2)c1C#N
-9	-1.3	-0.51	COc1ccccc1CSc1ncc(-c2ccc([N+](=O)[O-])cc2)[nH]1
/	-2.4	-1.7	C=CCN1C(c2ccccc2)=CS/C1=C(\C#N)c1nnc2n1CCCCC2
-25	0.09	0.18	CCCC[n+]1ccn(-c2nc3ccccc3nc2[N-]S(=O)(=O)c2ccc(C)cc2)c1
17	-0.46	-0.7	Cc1ccc([N+](=O)[O-])cc1N=C(c1ccc([N+](=O)[O-])cc1)N1CCOCC1
-5	-1.1	-1	Cc1ccccc1NC(=O)c1cc(N)ccc1N1CCCCC1
-35	-0.41	-0.25	CC(C)C(NC(=O)OCc1ccccc1)C(=O)OCC(=O)N1C(C)CCCC1C (stereo not drawn)
-9	-0.25	0	COc1ccc(CCNC(=O)C2CC(=O)N(C3CCCC3)C2)cc1OC (stereo not drawn)
7	0.43	-0.52	CC(=O)Nc1ccc(-n2c(C)nc(=O)c(-c3ccccc3)c2C)cc1
/	0.68	0.32	CC(=O)OCc1cc2cccc(C)c2[nH]c1=O
19	0.88	0.05	CCOC(=O)C1CCCN(C(=O)/C=C/c2ccccc2[N+](=O)[O-])C1 (stereo not drawn)
-8	-0.29	-0.63	COc1ccc(Cl)cc1NC(=O)CS(=O)(=O)c1cccc2nsnc12
-273	-1.2	-0.96	O=C1OCCN1C(=O)[C@H]1[C@H](c2ccc([N+](=O)[O-])cc2)C(c2cccc(Cl)c2)=NN1c1ccccc1
/	-0.87	-0.85	CCSC1(SCC)N=C(N)C2(C#N)C(c3ccccc3)NC(C)=C(C)C12C#N (stereo not drawn)
20	0.08	-0.64	O=C(O)CCC(=O)N1CCC(C(=O)c2cccc(Cl)c2)CC1
/	0.53	1.5	O=c1cc(N2CCOCC2)[nH]c(=O)n1-c1ccc(Br)cc1
70*	0.62	-0.73	COc1ccc(CN2C(=O)CCC2(C)C(=O)NC2CCCC2)c(OC)c1 (stereo not drawn)
-3	-1.9	-0.73	Cc1ccc(-c2nnn(CC(=O)N(c3ccccc3)C(C(=O)NCC3CCCO3)c3ccc(Cl)cc3)n2)cc1 (stereo not drawn)
/	0.68	1	Cc1ccc(S(=O)(=O)c2nc(Nc3ccccc3C#N)sc2Cl)cc1
-68	-0.07	-0.57	O=C(Nc1ccccc1)c1ccccc1CC[N+](=O)[O-]
-100	-0.52	-0.01	NC(=O)c1ccc(NC(=O)COC(=O)CCCN2C(=O)c3cccc4cccc(c34)C2=O)cc1
0	0.35	0.03	O=C(Nc1ccccc1Cl)C1C2CCC3C(CCC21)C3(Cl)Cl (stereo not drawn)
-61	-0.53	0.29	O=C(NCc1ccc2c(c1)OCO2)c1ccc(CSCc2cccc(Cl)c2)o1
0	0.92	0.94	CCSc1nc2ccccc2n1CC(=O)N1CCOCC1
22	/	/	Cc1ccc(S(=O)(=O)N2CCN(c3cnn(C)c(=O)c3Cl)CC2)cc1
-30	-0.41	-1.1	Cc1cccc(COCC(CC(C)C)N2CCN(C(=O)c3ccc(C(C)(C)C)cc3)CCC2=O)c1 (stereo not drawn)
/	-1.1	-0.17	O=C(c1noc2c1CCc1ccccc1-2)N1CCCc2ccccc21
31	0.87	0.94	COC(=O)N1N=C(c2ccc(Br)cc2)CC1(O)C(F)(F)F (stereo not drawn)
6	0.38	-0.14	CCOC(=O)N1CCN(c2ccc(C(=O)c3ccccc3)cc2F)CC1
-63	-0.38	-0.76	Cc1cc(COc2ccccc2OCc2cc(C)no2)on1
18	0.47	0.21	CC1(c2ccccc2)NC(=O)N(CCOc2ccccc2)C1=O (stereo not drawn)
61	-1.4	-1.4	Cc1c(C(=O)OC2CCCCC2)sc2nc[nH]c(=O)c12
/	0.3	-0.26	Nc1nc(-c2ccc([N+](=O)[O-])cc2)cs1
12	0.54	-0.1	COc1cc(Cl)c(S(=O)(=O)NCCN2CCOCC2)cc1Cl
-29	-0.4	0.29	CSc1ccccc1C(=O)Nc1cccc(C)c1
19	/	/	CC(C)CN1CCC(CNC(=O)CCc2nnc(Cc3c[nH]c4ccccc34)o2)CC1
-43	-1.3	-0.57	COc1cc(Cl)ccc1NC(=S)N(CCCN1CCOCC1)Cc1cn(C)c2ccccc12
-23	1.4	2.5	O=C(NCCc1ccc(Cl)cc1)C1CCN(S(=O)(=O)N2CCC3(CC2)OCCO3)CC1
21	/	/	COc1cc2c(cc1OC)CN(C(=S)NC(=O)c1ccccc1)CC2
3	-0.35	-0.16	CCCCN(CCCC)C1=Nc2ccccc2N/C1=C(/C#N)C(=O)OCC
10	0.06	-0.65	O=C1CCN(C(=O)c2cccs2)c2ccccc21
-9	1	0.66	COc1ccc(CC(=O)Nc2ccc(S(=O)(=O)Nc3ncccn3)cc2)cc1
23	-1.2	-0.71	Cc1sc2nc(SCC(=O)OC(C)C)n(C)c(=O)c2c1C
-36	-0.06	-0.89	O=C(OCCN1C(=O)c2ccccc2C1=O)c1cnccn1

No new results follow: entries from further up.
INS promoter inh	SDO1 yeast rescue	SDO1 yeast rescue Rescue 24 h	SMILES
18	0.47	0.21	CC1(c2ccccc2)NC(=O)N(CCOc2ccccc2)C1=O (stereo not drawn)
61	-1.4	-1.4	Cc1c(C(=O)OC2CCCCC2)sc2nc[nH]c(=O)c12
/	0.3	-0.26	Nc1nc(-c2ccc([N+](=O)[O-])cc2)cs1
12	0.54	-0.1	COc1cc(Cl)c(S(=O)(=O)NCCN2CCOCC2)cc1Cl
-29	-0.4	0.29	CSc1ccccc1C(=O)Nc1cccc(C)c1
19	/	/	CC(C)CN1CCC(CNC(=O)CCc2nnc(Cc3c[nH]c4ccccc34)o2)CC1
-43	-1.3	-0.57	COc1cc(Cl)ccc1NC(=S)N(CCCN1CCOCC1)Cc1cn(C)c2ccccc12
-23	1.4	2.5	O=C(NCCc1ccc(Cl)cc1)C1CCN(S(=O)(=O)N2CCC3(CC2)OCCO3)CC1
21	/	/	COc1cc2c(cc1OC)CN(C(=S)NC(=O)c1ccccc1)CC2
3	-0.35	-0.16	CCCCN(CCCC)C1=Nc2ccccc2N/C1=C(/C#N)C(=O)OCC
10	0.06	-0.65	O=C1CCN(C(=O)c2cccs2)c2ccccc21
-9	1	0.66	COc1ccc(CC(=O)Nc2ccc(S(=O)(=O)Nc3ncccn3)cc2)cc1
23	-1.2	-0.71	Cc1sc2nc(SCC(=O)OC(C)C)n(C)c(=O)c2c1C
-36	-0.06	-0.89	O=C(OCCN1C(=O)c2ccccc2C1=O)c1cnccn1

Continuation:
INS promoter inh	SDO1 yeast rescue	SDO1 yeast rescue Rescue 24 h	SMILES
6	-0.01	0.13	CCn1nnnc1SCC(=O)Nc1ccc2c(c1)OCCO2
29	0.24	-0.73	Cc1cccc(NC(=O)CSc2nnc([C@@H]3CCCN3C(=O)OC(C)(C)C)o2)c1C
17	0.8	0.72	C=Cn1c(C(=O)O)cc(CC)c1-c1ccccc1
0	0.24	-0.15	O=C(COC(=O)Cn1cnc2ccccc2c1=O)NCC12CC3CC(CC(C3)C1)C2
40	/	/	CCOC(=O)c1sc2nc(C)n(N)c(=O)c2c1C
33	0.78	0.53	CC(=O)N(C)c1nnc(-c2cnccn2)s1
17	2	0.76	Cc1cccc(-c2nnc(SCCC(=O)N3CCOCC3)o2)c1
14	/	/	CC(C)c1ccccc1NC(=S)NCCCn1ccnc1
22	/	/	COc1cccc(NC(=O)NCc2ccc(F)cc2)c1
21	1.1	1.4	COc1ccc(S(=O)(=O)N2CCC(C(=O)NCCc3ccccc3)CC2)cc1OC
-16	/	/	COC(=O)C(NS(=O)(=O)c1ccc(F)cc1)c1ccccc1 (stereo not drawn)
-16	0.79	0.95	O=C(/C=C/c1ccccc1)c1cc(Br)ccc(=O)c1O
-78	/	/	CC(C)c1ccc2[nH]c(O)c(N=NC(=O)c3cccc(S(=O)(=O)Nc4ccc(Cl)cc4)c3)c2c1
-24	0.6	0.16	C#CCn1c(=NC(=O)CN2C(=O)CCC2=O)sc2cc(S(N)(=O)=O)ccc21
48	-0.77	-1.4	C/C=C/c1ccc(OCC(=O)OCc2csc(Nc3ccc(C)cc3)n2)c(OC)c1
-70	-1	-0.07	COc1ccc(-c2cc(C(=O)Nc3cc(C)n(Cc4ccc(Cl)cc4)n3)no2)cc1OC
-77	0.6	-0.24	COc1ccc(C(=O)N2CCC(C(=O)Nc3ccccc3OC)CC2)cc1
4	/	/	Cc1ccc(CN2CCN(Cc3ccccn3)CC2CCO)cc1 (stereo not drawn)
/	-0.09	0.43	Cc1ccc(NP(=O)(c2ccc(N(C)C)cc2NC(=O)c2cccs2)N2CCOCC2)cc1Cl (stereo not drawn)
50	2.1	0.97	CCOC(=O)c1[nH]c(C)c(C(=O)NCC2CCCO2)c1C (stereo not drawn)
/	0.09	-0.69	Cc1c(N=c2c(=O)c3ccccc3c2=O)c(=O)n(-c2ccccc2)n1C
-31	1.2	1.9	CCC(CC)n1[nH]c(=O)c2c(C)cc(C)nc21
48	1.2	0.59	Cc1ccc(S(=O)(=O)Cn2nnnc2CN2CCOCC2)cc1
22	0.26	0.34	O=C(Cc1ccccc1)NN1C(=O)C2C3C=CC(C3)C2C1=O (stereo not drawn)
-72	0.18	0.35	Cc1ccc2c(c1)C=CC(C#N)N2C(=O)c1ccccc1 (stereo not drawn)
-21	1.1	0.55	CN1CCN(S(=O)(=O)c2ccc(NC(=O)C3CCCCC3)cc2)CC1
/	-0.39	0.06	COc1cc(-c2nnc(SCC3(c4ccc(Br)cc4)OCCO3)o2)cc(OC)c1OC
14	-0.51	0.59	CCCOP(=O)(OCCC)C(Nc1ccc(C(C)C)cc1)c1ccc([N+](=O)[O-])cc1 (stereo not drawn)
32	0.81	0.36	O=C(c1ccccc1)N1CCSC1=S
-11	0.46	2	Cc1cc(/C=N/Nc2ccc([N+](=O)[O-])cn2)c(C)n1-c1ccccc1
-62	1.6	2.7	Cc1c(=O)n(OCc2ccccc2F)c2ccccc2[n+]1[O-]
/	1.4	2.4	CCOC(=O)C1CCCN(S(=O)(=O)c2cn(C)c(=O)n(C)c2=O)C1 (stereo not drawn)
9	-0.62	-1.2	Cc1ccc(OCCNS(=O)(=O)c2ccc(N3CCCC3=O)cc2)cc1C
62	-0.04	-0.54	CCOc1ccc(NC(=O)N(CCN2CCOCC2)Cc2ccc3c(c2)CCCN3CC)cc1
-227	/	/	ClCc1csc(-c2ccccc2Cl)n1
-5	0.71	0.88	c1ccc(CCNc2ncnc3nc[nH]c23)cc1
/	-0.29	-1.9	Cn1nc(C(=O)N2CCN(S(=O)(=O)/C=C/c3ccccc3)CC2)c2ccccc2c1=O
-41	-0.71	-0.48	Cc1ccc(C(=O)Nc2cccc(C(=O)NCc3ccccc3)c2)cc1
-22	-1.2	-0.92	O=C(NCc1cccc(C(F)(F)F)c1)C1CC(c2c(Cl)cccc2Cl)=NO1 (stereo not drawn)
/	-0.82	0.49	O=C(Cn1c(=O)c(=O)n(Cc2ccccc2)c2ccc(Cl)cc21)Nc1cccc(F)c1
21	-0.34	-0.53	O=C(O)[C@H](Cc1ccccc1)N1C(=O)c2ccncc2C1=O
14	0.51	0.43	OC(CCN1CCCCC1)(c1ccccc1)c1ccccc1
62	-0.11	0.12	COC(=O)n1c(=S)oc2cc(Cl)ccc21
30	/	/	Cc1c(C(C)C)c(=O)n(-c2ccc(S(=O)(=O)NC3CC3)cc2)n1C
-14	0.93	-0.03	CCOc1ccc(NC(=O)C2CC(C)=C(C)CC2C(=O)O)cc1 (stereo not drawn)
/	-0.8	-1.2	CC1CCC(NC(=O)CC2Oc3ccccc3NC2=O)CC1 (stereo not drawn)
26	-0.38	-0.46	Cc1cc(C)cc(OCC(=O)NN2Cc3ccccc3C2=N)c1
-67	/	/	Cc1cc(C2=NNC(=Nc3ccc(S(=O)(=O)N4CCOCC4)cc3)SC2)c(C)n1CC1CCCO1 (stereo not drawn)
-167	/	/	Cc1cccc(-c2ncc(CN3CCCC(CO)(Cc4cccc(Cl)c4)C3)cn2)c1 (stereo not drawn)
-2	1.1	0.6	Cc1ccccc1NC(=O)CSCC(=O)Nc1ccccc1C
/	-1.4	-1.2	CCOC(=O)N1CCN(C(=O)c2cc3c(-c4ccc(Cl)cc4)nn(C)c3s2)CC1
/	-1.9	-0.83	CCn1c(C)cc(/C=C2\SC(=O)N(CC(=O)Nc3ccc(C)c(C)c3)C2=O)c1C
/	-0.48	-0.48	CCCc1cc(=O)[nH]c(SCC(=O)Nc2nonc2N)n1
/	1.6&1.2	0.66&1.1	O=C(O)CCS(=O)(=O)Cc1ccccc1F
-3	-1.2	-0.06	CCN(CC)c1ncnc2c1sc1nc(N3CCOCC3)c3c(c12)CCC3
/	1.2	1.1	CN1C(=O)CSc2ccc(NC(=O)N3CCc4ccccc43)cc21
/	-0.99	-0.57	CN(C)c1ccc(NC(=O)/C=C/c2c(Cl)cccc2Cl)cc1

High-throughput results: PubChem, several laboratories
